Bioassay records (PubChem BioAssay)
bIAP act: intestinal alkaline phosphatase (bovine) activation; purified bovine IAP, CDP-star luminescence, 30 min; hits give high values; fold of DMSO-control signal, blank-subtracted; activation factor at 20 µM; hit rate 0.17% among 200,000;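 active = activation factor of 2 or more at 20 µM, a signal rise over negative controls twice the positive control's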
TNAP inh noacc: inhibitors of human TNAP without phosphate acceptor; P05186; inhibition, % at 20 µM; purified TNAP, CDP-star luminescence, 30 min; AID 1012; hit rate 0.26% among 200,000;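 active = tissue-nonspecific alkaline phosphatase inhibition above about 50% at 20 µM in the single-dose screen, limit read from the data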;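 also: 0% = DMSO negative control and 100% = EDTA positive control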
Target sequence (P05186 whole entry, looked up): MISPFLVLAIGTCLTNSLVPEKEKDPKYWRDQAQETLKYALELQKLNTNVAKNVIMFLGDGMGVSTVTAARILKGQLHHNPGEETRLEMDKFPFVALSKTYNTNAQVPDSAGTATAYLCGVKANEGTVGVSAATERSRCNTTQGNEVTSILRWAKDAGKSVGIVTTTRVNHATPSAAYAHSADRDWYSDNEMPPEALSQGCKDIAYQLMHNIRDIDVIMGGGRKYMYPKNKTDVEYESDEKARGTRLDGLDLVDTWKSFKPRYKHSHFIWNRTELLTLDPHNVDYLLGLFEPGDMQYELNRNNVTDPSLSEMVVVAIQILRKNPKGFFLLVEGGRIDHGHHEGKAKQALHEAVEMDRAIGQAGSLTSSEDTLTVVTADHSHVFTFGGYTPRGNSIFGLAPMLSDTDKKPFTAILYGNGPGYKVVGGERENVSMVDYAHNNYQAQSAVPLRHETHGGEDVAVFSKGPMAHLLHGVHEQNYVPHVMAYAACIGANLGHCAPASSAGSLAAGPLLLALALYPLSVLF
TR-FRET SRC-2 ct: counter-screen for PPARgamma SRC-2 recruitment agonists: TR-FRET artefact | hits give high values | TR-FRET ratio at 8 µM | hit rate 0.4% among 200,000; in the data active = TR-FRET ratio above about 2000; also: inactives centre near 1500
HMGR II inh: blocks class II HMG-CoA reductase of Enterococcus faecalis; purified E. faecalis HMGR, NADPH absorbance 340 nm kinetic; inhibition, % at 10 µM; hit rate 0.41% among 190,000;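 active = inhibition above a set limit, the median over all tested compounds plus 3 SD, cut at about 9.5% in these data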;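 also: enzyme runs in reverse so mevalonate oxidation gives rising NADPH absorbance; 0% = complete reaction with DMSO and 100% = background rate lacking mevalonate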
PPARg SRC-1 ag: PPARgamma-driven SRC-1 recruitment agonism; P37231; PPARgamma-SRC-1 coactivator recruitment biochemical assay; activation, % at 8 µM; hit rate 0.41% among 200,000; AID 631; in the data active = activation above about 19%;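 also: 0% = DMSO and 100% = reference agonist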
Target sequence (P37231 whole entry, looked up): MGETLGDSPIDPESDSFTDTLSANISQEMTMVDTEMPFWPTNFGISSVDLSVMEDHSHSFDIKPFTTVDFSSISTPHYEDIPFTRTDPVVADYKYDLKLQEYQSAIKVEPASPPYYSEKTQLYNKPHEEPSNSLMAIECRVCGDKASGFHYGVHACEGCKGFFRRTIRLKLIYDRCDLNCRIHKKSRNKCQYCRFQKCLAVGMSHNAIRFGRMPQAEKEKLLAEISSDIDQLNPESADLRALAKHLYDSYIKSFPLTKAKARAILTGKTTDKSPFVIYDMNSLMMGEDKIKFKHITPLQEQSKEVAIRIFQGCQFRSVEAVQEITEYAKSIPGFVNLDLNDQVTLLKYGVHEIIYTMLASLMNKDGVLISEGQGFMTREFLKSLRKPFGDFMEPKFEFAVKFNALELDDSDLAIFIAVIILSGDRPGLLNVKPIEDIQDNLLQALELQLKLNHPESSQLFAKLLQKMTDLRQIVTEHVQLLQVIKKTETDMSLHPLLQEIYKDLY
bIAP inhibitor: intestinal alkaline phosphatase (bovine) inhibition; purified bovine IAP, CDP-star luminescence, 30 min; inhibition, % at 20 µM; 190,000 tested, under 10 active;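 active = over 50% inhibition of intestinal alkaline phosphatase at 20 µM in the single-dose screen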
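System: purified bovine intestinal alkaline phosphatase (IAP) enzyme; Input: IAP diluted 1/65,000,000 in the well; Measured by: CDP-star luminescence signal; Compound dosing: 20 µM single dose; Incubation: 30 min reaction at room temperature.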
PPARg SRC-2 ag: agonists of SRC-2 recruitment by human PPARgamma; P37231; PPARgamma LBD-SRC-2 recruitment, biochemical; activation, % at 8 µM; hit rate 0.34% among 200,000; in the data active = activation above about 22%;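 also: 0% = vehicle and 100% = reference agonist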
TNAP inh hi DEA: TNAP (human) inhibition, high acceptor; P05186; purified TNAP, CDP-star luminescence, 1 M DEA; inhibition, % at 20 µM; hit rate 0.03% among 200,000;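 active = over 50% inhibition of tissue-nonspecific alkaline phosphatase at 20 µM in the single-dose screen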;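 also: plate controls were DMSO wells for no effect and EDTA-quenched wells as full inhibition for full effect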
PPARg SRC3 recr: promotes SRC-3 coactivator recruitment by human PPARgamma | biochemical PPARgamma/SRC-3 coactivator recruitment assay | activation, % at 8 µM | hit rate 0.26% among 200,000 | AID 731; in the data active = activation above about 23%;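 also: 0% = DMSO and 100% = reference agonist; some compounds past the cut are filed as inactive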
TNAP act hiacc: activators of human TNAP at high phosphate acceptor concentration | P05186 | activation factor at 20 µM | 200,000 tested, under 10 active | purified TNAP, CDP-star luminescence, 1 M DEA, 30 min; hits give high values; 0 = EDTA background, 1 = DMSO-only activity;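 active = activation factor at least 2 at 20 µM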
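Control set: EDTA negative control, DMSO positive control / Assay system: human TNAP / Quantity: TNAP 1/800 final / Evaluation: TNAP activation factor scaled between EDTA and DMSO control wells / Measured by: luminescent substrate turnover signal / Compound dosing: one dose, 20 µM / Times: 30 min enzyme reaction at room temperature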
Numbers without * were called inactive; x = not tested or not shown.

structure | bIAP act | TNAP inh noacc | TR-FRET SRC-2 ct | HMGR II inh | PPARg SRC-1 ag | bIAP inhibitor | PPARg SRC-2 ag | TNAP inh hi DEA | PPARg SRC3 recr | TNAP act hiacc
COC(=O)C1=C(C)N=c2s/c(=C/c3cccs3)c(=O)n2C1c1cccs1 (stereo not given) | 0.8 | 0 | 1557 | -11 | 2 | 16 | -1 | 5 | -5 | 0.9
COc1ccccc1C(=O)Nc1ccccc1C(=O)N1C(C)CCCC1C (stereo not given) | 1.2 | 0 | 1700 | -4 | 2 | -22 | 3 | -2 | 9 | 1
COc1ccc(CCN(C)C(=O)CSc2ncnc3sccc23)cc1OC | 1.1 | -21 | 1646 | 2 | 1 | -13 | 7 | -6 | -2 | 1.1
COCCNC(=O)C(=O)N/N=C(\C)CC(=O)Nc1cccnc1 | 1 | -23 | 1726 | -1 | -5 | -1 | 2 | -3 | 5 | 1
CCC(CC)NC(=O)Cc1ccccc1[N+](=O)[O-] | 0.8 | -10 | 1433 | -2 | -7 | 16 | -4 | -7 | -13 | 1.1
O=C(C1=C[C@H](C2CCCCC2)C[C@H](OCCCCO)O1)N1CCN(Cc2ccccc2)CC1 | 1 | -4 | 1464 | 3 | 0 | -4 | 5 | -4 | 0 | 1
Cc1cccc(Nc2nc3ccccc3n3nnnc23)c1 | 0.9 | -12 | 1361 | -8 | 1 | 6 | -1 | -6 | -1 | 1.1
COc1ccc(-n2c(Cc3cccn3C)nnc2SCC(=O)NCc2ccccc2Cl)cc1 | 1.1 | -8 | 1834 | -1 | 9 | -7 | 7 | -4 | 2 | 1
Cc1ccc(S(=O)(=O)N2CCN(C(=O)c3cc4c(C)nn(-c5ccccc5C)c4s3)CC2)cc1 | 1 | -2 | 1485 | -1 | -1 | 1 | 5 | 2 | 1 | 1
CC(CC(=O)c1cccs1)CC(=O)c1cccs1 | 0.5 | -2 | 1610 | -11 | 3 | x | 0 | -3 | 0 | 1
O=C(Nc1nnc(-c2ccc(Cl)cc2)o1)C1=COCCO1 | 0.2 | 4 | 1569 | 0 | -1 | x | 3 | -3 | 2 | 1
O=C(O)CCCNC(=O)/C(=C\c1ccccc1F)NC(=O)c1ccccc1 | 0.8 | -9 | 1607 | -4 | 2 | 17 | -3 | -3 | 0 | 1
O=C(COc1ccc2ccccc2c1)N1CCN(C(=O)c2ccco2)CC1 | 1.2 | 7 | 1628 | 10* | -5 | -24 | 1 | 0 | -2 | 1
CCCCc1ccc(NC(=O)COc2ccc(C(=O)Nc3ccccc3OCC)cc2)cc1 | 1 | -19 | 1559 | 1 | 3 | 5 | 3 | -4 | 0 | 1
O=C(CCc1ccc(S(=O)(=O)N2CCOCC2)cc1)Oc1ccccc1 | 1 | -4 | 1459 | -2 | 5 | 2 | -1 | 1 | -11 | 1
CC(=O)c1c(C)[nH]c(C(=O)Nc2nc(C)cs2)c1C | 1.1 | -15 | 1607 | 5 | 6 | -7 | 10 | -2 | -1 | 1
CCOC(=O)c1cnc(-n2cc(C)cn2)nc1NCc1ccc2c(c1)OCO2 | 1 | 1 | 1507 | -13 | 0 | -3 | 2 | 0 | 0 | 1
CC(C)c1nnc(NC(=O)CN(C)S(=O)(=O)c2ccc3c(c2)OCCO3)s1 | 1 | -19 | 1653 | 0 | 6 | 2 | 14 | -10 | 0 | 1.1
NS(=O)(=O)c1ccc(NC(=O)/C=C/c2cn(-c3ccccc3)nc2-c2cccc(Cl)c2)cc1 | 0.9 | -2 | 1689 | -3 | 0 | 7 | 3 | 1 | 1 | 1
COc1ccc(C(=O)NNC(=S)NC(=O)c2cccnc2)cc1 | 1.1 | -117 | 1363 | -2 | -8 | -11 | -7 | -3 | -2 | 1
COc1ccc(Nc2nc(N/N=C/c3ccc(N(C)C)cc3)nc(C)c2[N+](=O)[O-])cc1 | 0.9 | 21 | 1571 | -2 | 6 | 7 | 12 | 15 | -1 | 0.8
COc1ccc2c(c1)c(CC(=O)Nc1cc(C)ccc1C)c(C)n2C(=O)c1ccc(Cl)cc1 | 0.9 | -6 | 1561 | 2 | 2 | 10 | 5 | -8 | 2 | 1.1
Oc1c(C(c2ccccn2)N2CCCCC2)cc(Cl)c2cccnc12 (stereo not given) | 1.4 | -203 | 1444 | -7 | 0 | -36 | -6 | -10 | -5 | 1.1
CCN(CC)c1ccc(/C=C2\NC(=O)NC2=O)cc1 | 0.9 | -13 | 1573 | -9 | 15 | 7 | 25* | 4 | 13 | 1
Cc1ccsc1/C=C1/C(=O)NN(c2ccccc2)C1=O | 0.5 | -1 | 1702 | -3 | 9 | 45 | 4 | 4 | 9 | 1
O=C(C1=C(O)C(=O)N(CCN2CCOCC2)C1c1ccccn1)c1cccs1 (stereo not given) | 1 | 1 | 1503 | 7 | -4 | 0 | 8 | 2 | -1 | 1
c1ccc(COc2ccc(OCCCN3CCCC3)cc2)cc1 | 1 | -1 | 1610 | -5 | 5 | -2 | -7 | 1 | -1 | 1
Cc1ccc(NC(=O)Nc2nc(-c3ccc(C)s3)cs2)cc1 | 0.9 | -16 | 1414 | 2 | 3 | 13 | -1 | -4 | 3 | 1
CC(=C/c1ccc(C(C)C)cc1)/C=N/NC(=O)Cn1nc(C)cc1C | 1 | -5 | 1630 | 3 | 2 | 2 | -2 | -2 | 5 | 1
Cc1cccc2cc(CN(CCCO)C(=O)Nc3cccc(Cl)c3)c(=O)[nH]c12 | 1.1 | -9 | 1621 | 1 | 1 | -9 | -1 | -4 | 4 | 1

Overlap with the part before: two compounds, then new ones.
structure | bIAP act | TNAP inh noacc | TR-FRET SRC-2 ct | HMGR II inh | PPARg SRC-1 ag | bIAP inhibitor | PPARg SRC-2 ag | TNAP inh hi DEA | PPARg SRC3 recr | TNAP act hiacc
CC(=C/c1ccc(C(C)C)cc1)/C=N/NC(=O)Cn1nc(C)cc1C | 1 | -5 | 1630 | 3 | 2 | 2 | -2 | -2 | 5 | 1
Cc1cccc2cc(CN(CCCO)C(=O)Nc3cccc(Cl)c3)c(=O)[nH]c12 | 1.1 | -9 | 1621 | 1 | 1 | -9 | -1 | -4 | 4 | 1
Cc1c(CCO)c(=O)[nH]n1C(=O)c1ccc(F)cc1 | 0.9 | 20 | 1785 | -5 | -2 | 10 | 4 | 4 | 6 | 1
Cc1ccc(S(=O)(=O)/N=C(/c2ccccc2)N2CCOCC2)cc1 | 1.1 | -3 | 1598 | -3 | 2 | -14 | -4 | -3 | -1 | 1
O=C1N=C(N2CCOCC2)CS1 | 0.9 | -18 | 1363 | 4 | 0 | 11 | 3 | -2 | 0 | 1
COc1ccc2nc(NC(=O)c3cc(C)oc3C)sc2c1 | 0.9 | -5 | 1542 | 5 | 4 | 7 | 10 | 2 | 8 | 1
CC1(C)C(=O)Nc2ccccc2N1C(=O)COC(=O)CCSc1ccccc1 | 0.8 | -8 | 1410 | 1 | -7 | 19 | 7 | -4 | 0 | 1
Cc1ccc(S(=O)(=O)CCC(=O)O)cc1C | 0.9 | -12 | 1526 | -6 | 0 | 8 | 0 | -5 | -3 | 1.1
COc1cc(-c2cccs2)cc(=O)c2c(C)oc(C)c12 | 0.9 | -10 | 1642 | -1 | 7 | 6 | 1 | -6 | -3 | 1.1
Cc1[nH]c2ccccc2c1C(=O)C(=O)NCCc1ccc(S(N)(=O)=O)cc1 | 0.9 | -1 | 1478 | -3 | -4 | 5 | 8 | -4 | 5 | 1
CCOC(=O)CNC(=O)C(=O)c1c(O)[nH]c2ccccc12 | 1 | -9 | 1236 | 0 | -1 | 0 | -2 | -9 | -13 | 1.1
CCC(Oc1ccccc1)C(=O)NCc1ccc(S(N)(=O)=O)cc1 (stereo not given) | 1 | -12 | 1454 | -4 | -7 | 1 | -10 | -6 | -3 | 1.1
O=C(Nc1ccc2c(c1)Cc1ccccc1-2)c1cc2ccccc2o1 | x | x | 1563 | x | 1 | x | 8 | x | 6 | x
Cc1nnc(N/N=C/c2ccc(-c3ccc(Br)cc3)o2)n1N | 1.4 | -98 | 1424 | -11 | 2 | -43 | 8 | 3 | 7 | 1
Clc1ccc(-c2nnc(SCc3nc4ccccc4s3)o2)cc1 | 0.9 | 4 | 1600 | -7 | -3 | 12 | 9 | 1 | 0 | 1
CC(=O)Nc1nnc(S(N)(=O)=O)s1 | 1.9 | -6 | 1470 | -6 | 9 | -93 | 4 | 3 | 6 | 1
OCCSc1nc(N2CCOCC2)nc(N2CCOCC2)n1 | 1 | -11 | 1582 | -4 | 4 | -2 | 9 | -2 | 2 | 1
COC(=O)c1c2c(nc3ccccc13)CCC2 | 0.9 | -12 | 1366 | -9 | -4 | 9 | -5 | -2 | -6 | 1
O=C(NCC1CCCO1)c1cc(NS(=O)(=O)c2cccs2)cc(NS(=O)(=O)c2cccs2)c1 (stereo not given) | 1 | -3 | 1620 | -1 | 1 | 3 | 3 | -2 | 3 | 1
CCCC(=O)Nc1ccc(N2CCN(C(=O)c3cccs3)CC2)cc1 | 0.9 | -11 | 1665 | 3 | 5 | 9 | 5 | -6 | 7 | 1.1
CCCCn1c(-c2cccs2)nc2nc3ccccc3nc21 | 0.9 | -5 | 1379 | -4 | 2 | 12 | 0 | -1 | 5 | 1
CCc1nc2c(C#N)c(-c3ccc(Cl)cc3)ccn2n1 | 0.9 | -6 | 1539 | 1 | 4 | 6 | 16 | -1 | 1 | 1
CCOC(=O)Nc1ccc2c(C)cc(=O)oc2c1 | 0.9 | -10 | 1534 | 1 | 3 | 9 | 10 | -4 | 1 | 1
CCOC(=O)c1sc2nc(N3CCOCC3)c3c(c2c1N)CC(C(C)C)OC3 (stereo not given) | 0.9 | -9 | 1783 | -4 | 16 | 7 | 6 | -4 | 6 | 1
COc1cccc(S(=O)(=O)Nc2ccc(C(=O)N3CCN(C(=O)c4ccco4)CC3)cc2)c1 | 0.9 | -10 | 1647 | 3 | -1 | 13 | 5 | -2 | -13 | 1
COc1ccc(CNC(=O)Nc2cccc3ccccc23)cc1 | 1.2 | -15 | 1679 | 1 | -1 | -21 | 8 | -3 | 3 | 1
Cc1occc1C(=O)NNC(=O)C1CC1 | 1 | 2 | 1676 | -5 | 5 | 4 | 1 | -2 | 2 | 1
O=S(=O)(c1ccc(-n2cnnn2)cc1)N1CCC(N2CCCCC2)CC1 | 0.7 | -7 | 1469 | -4 | 8 | 28 | -3 | -3 | -6 | 1
COc1ccc(N2CCN(C(CNC(=O)C(=O)NCc3ccc4c(c3)OCO4)c3ccco3)CC2)cc1 (stereo not given) | 1 | -14 | 1702 | -5 | -2 | -3 | 3 | -3 | 3 | 1
CC1(C)CC(=O)C=C(Nc2ccccn2)C1 | 1 | 4 | 1493 | 2 | 8 | 0 | -2 | -9 | 2 | 1.1
O=C1CS/C(=C/C(=O)c2ccccc2)N1 | 1 | -15 | 1595 | -3 | 2 | 1 | -2 | -7 | -1 | 1.1
COC(=O)C(CC(C)C)NC(=O)c1ccc([N+](=O)[O-])cc1 (stereo not given) | 1 | -6 | 1562 | 0 | 1 | -1 | -4 | -3 | 1 | 1
CCCn1c(NC(=O)c2ccccc2)nc2ccccc21 | 0.8 | 4 | 1529 | -3 | 10 | 18 | 11 | -4 | -1 | 1
